Tb hexokinase: blocks Trypanosoma brucei hexokinase 1 activity; recombinant TbHK1, G6PDH-coupled NADH A340; inhibition, % at 10 µM; 220,000 compounds, 0.11% hits; AID 1430;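 active means inhibition of 50% or more in the single-dose primary screen; inactive means inhibition below 50%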
Hck Nef HTS: human Hck-Nef kinase inhibition. P08631. Recombinant Hck-YEEI plus Nef, Z-Lyte FRET kinase assay. inhibition, % at 20 µM. 220,000 compounds, 0.68% hits. AID 463187;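 active means Hck-Nef kinase inhibition above about 50%, limit read from the data; inactive means inhibition below that limit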;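 further: 0% = DMSO with Hck plus Nef and 100% = Hck alone without Nef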
eIF4E 4G PPI: inhibitors of eIF4E and eIF4G interaction in translation initiation. TR-FRET eIF4E-eIF4GI(517-606) binding, 2 h. inhibition, % at 21.7 µM. 220,000 compounds, 0.37% hits;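 active means inhibition above about 30%, limit read from the data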;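 further: 0% = full FRET control wells and 100% = background wells lacking eIF4GI fragment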
14-3-3 Bad PPI: disrupts binding of bovine 14-3-3 zeta to phospho-Bad peptide. P63103. TR-FRET 14-3-3zeta/Dy647-pBad peptide displacement, 1 h. inhibition, % at 21.7 µM. 220,000 compounds, 0.71% hits. AID 781;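 active means inhibition above about 70%, limit read from the data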;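 further: 0% = full 14-3-3 plus peptide FRET controls and 100% = background without 14-3-3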
Target sequence (P63103 whole entry, looked up): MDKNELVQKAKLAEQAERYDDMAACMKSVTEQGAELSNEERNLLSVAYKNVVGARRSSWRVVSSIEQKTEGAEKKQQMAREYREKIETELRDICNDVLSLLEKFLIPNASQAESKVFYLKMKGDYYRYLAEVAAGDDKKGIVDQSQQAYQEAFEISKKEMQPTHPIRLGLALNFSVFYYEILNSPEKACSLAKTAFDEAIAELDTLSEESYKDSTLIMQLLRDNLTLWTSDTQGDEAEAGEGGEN
Rad51 HR inh: Rad51 (human) homologous recombination inhibition; Q06609; hRad51 DNA strand exchange, fluorescence dequenching; inhibition, % at 10 µM; 200,000 compounds, 0.085% hits;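 active means inhibition above 40% at the single screening dose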;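 further: 0% = DMSO control wells and 100% = blanks with heterologous ssDNA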
Target sequence (Q06609 whole entry, looked up): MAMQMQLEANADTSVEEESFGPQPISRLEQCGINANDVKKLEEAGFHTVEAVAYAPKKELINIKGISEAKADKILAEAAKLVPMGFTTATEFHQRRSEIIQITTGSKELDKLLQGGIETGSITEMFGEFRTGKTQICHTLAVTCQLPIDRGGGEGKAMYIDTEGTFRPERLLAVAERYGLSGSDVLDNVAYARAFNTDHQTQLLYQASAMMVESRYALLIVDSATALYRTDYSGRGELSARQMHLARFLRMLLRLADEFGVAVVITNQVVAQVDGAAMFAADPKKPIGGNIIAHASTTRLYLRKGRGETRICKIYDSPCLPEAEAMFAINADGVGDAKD
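material = hRad51 filaments on single-stranded DNA | timing = filaments 15 min 37 °C, then compound 30 min | signal = FRET fluorescence dequenching, excitation 485 nm, emission 520 nm | benchmarks = control wells and blank wells on each plate | evaluation = percent inhibition relative to plate controls and blanks | compound = 10 µM final, single point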
EP2 antag: blocks the human prostaglandin E2 receptor EP2; P43116; C6 glioma cells expressing human EP2, cAMP TR-FRET; cells stimulated with saturating PGE2; inhibition, % at 25 µM; 260,000 compounds, 0.52% hits; AID 1422;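 active means percent inhibition above 40 after rounding to a whole number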;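 further: rat C6 glioma host cells with rolipram phosphodiesterase inhibitor present; the protocol text gives 20 µM as final concentration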
Target sequence (P43116 whole entry, looked up): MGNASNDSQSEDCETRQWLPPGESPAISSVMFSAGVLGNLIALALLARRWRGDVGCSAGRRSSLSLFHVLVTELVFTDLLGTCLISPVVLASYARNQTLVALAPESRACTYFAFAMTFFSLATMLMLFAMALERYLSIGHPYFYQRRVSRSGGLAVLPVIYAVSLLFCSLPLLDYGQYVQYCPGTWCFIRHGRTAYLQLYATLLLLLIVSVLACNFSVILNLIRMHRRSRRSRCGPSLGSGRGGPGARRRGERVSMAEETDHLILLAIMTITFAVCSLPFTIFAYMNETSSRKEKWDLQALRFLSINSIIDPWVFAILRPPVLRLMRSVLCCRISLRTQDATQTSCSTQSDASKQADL
Calpain2 inh: blocks pig calpain II enzyme activity; purified calpain II, fluorogenic peptide substrate, 30 min; inhibition, % at 16 µM; 220,000 compounds, 0.37% hits;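 active means inhibition above about 50%, limit read from the data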
EP2 modulator: EP2 receptor (human) modulation | 260,000 compounds, 0.83% hits | EP2-expressing cells, cAMP HTRF FRET, PGE2 co-stimulation | AID 940 | induction, % at 25 µM;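 active means compounds whose cAMP rise, as percent of the full-agonist control response, exceeds 60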;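 further: rat C6 glioma line stably carrying human EP2 under a CMV promoter; the protocol text gives 20 µM as final concentration; 100% = response of wells given 1 µM PGE2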
L929 necroptosis: L929 zVAD cell death inhibition; L929 zVAD necroptosis rescue, ATP luminescence, 24 h; with zVAD 60 µM; viability rescue, % at 10 µM; 220,000 compounds, 0.38% hits; AID 1377;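 active means activation, scaled between plate controls, above about 75%, limit read from the data; inactive means activation under that limit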;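 further: 0% = zVAD with DMSO and 100% = DMSO alone without zVAD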
* = called active by the depositor; nt = not tested or not shown; & = joins results of further samples; [ ] = remark or other dose. A portion of the library. The share of hits here may be higher or lower than overall.

cpd	mol	Tb hexokinase	Hck Nef HTS	eIF4E 4G PPI	14-3-3 Bad PPI	Rad51 HR inh	EP2 antag	Calpain2 inh	EP2 modulator	L929 necroptosis
1	Cc1cccc(-n2c(C)nc3sccc3c2=O)c1	7	-1	7	1	-8	11	3	7	-0.2
2	CSc1nc2n(n1)C(C)C1=C(CCCC1=O)N2 (stereo not given)	-9	18	1	-5	8	7	-139	-3	12
3	COC(=O)c1cn(Cc2cccc(C)c2)nn1	34	1	-1	-28	1	6	-8	6	-0.2
4	O=C(Nc1ccc(OCC(=O)N2CCOCC2)cc1)c1cncc(Br)c1	-14	-6	-2[fluorescence artefact?]	-3	nt	16	-8	11	1.2
5	CCOC(=O)C(=O)Nc1ccccc1C(=O)Nc1ccc(OC)cc1	-2	-2	2	1	-4	4	-15	7	0.0
6	N#CCC(=O)NCCCc1ccccc1	-1	2	0[fluorescence artefact?]	2	18	7	19	19	0.3
7	Cc1ccc2nc(SCC(=O)NCC3CCCO3)c(C#N)cc2c1 (stereo not given)	1	1	2[fluorescence artefact?]	-1[fluorescence artefact?]	9	11&18	-39	0&14	-0.3
8	Cn1nnc(NC(=O)CSc2ncn[nH]2)n1	5	-21	-2[fluorescence artefact?]	3	3	15&7	18	2&-10	-0.4
9	CNC(=O)/C(C#N)=C/c1cn(CC(=O)OC)c2ccccc12	-40	12	-4	-5	-4	11	-15	-8	0.9
10	Cc1ccc2oc3c(c(=O)c2c1)C(c1ccc(F)cc1)N(CCCN1CCOCC1)C3=O (stereo not given)	-16	1	9	0	-11	13	10	13	-0.9
11	COc1ccc(Cl)cc1NC(=O)CSc1nncn1-c1cccnc1	-3	18	1	3	2	1&18	-32	7&-35	0.0
12	Cn1c(=O)c2c(ncn2CC(=O)N/N=C/C=C/c2ccccc2)n(C)c1=O	-12	3	0	7	-1	8	-3	-25	0.1
13	COC(=O)c1cc(OC)c(OC)cc1NC(=O)CN1CCCCC1	-2	-1	4	0	2	7	-25	10	0.7
14	Cc1nc2ccccc2n2c(-c3ccccc3)c3c(=O)n(C)c(=O)n(C)c3c12	34	-3	-1	-2	6	29	-81	30	-1.2
15	O=[N+]([O-])c1cccc(-c2c[n+]3c(n2-c2ccccc2)SCC3)c1	1	15	1	11	-8	5	11	20	0.1
16	COc1ccc(S(=O)(=O)N[C@@H](C)C(=O)OCC(=O)Nc2cc3oc4ccccc4c3cc2OC)cc1	4	0	11	-10	-1	4	-37	-3	3.4
17	NC(=O)c1cc2ccccc2oc1=NCc1ccccc1	-14	5	-10[fluorescence artefact?]	5[fluorescence artefact?]	16	18	25	26	0.5
18	Cc1ccc2nsnc2c1S(=O)(=O)N(Cc1cc2cccc(C)c2[nH]c1=O)CC1CCCO1 (stereo not given)	-11	-2	-16	5	-5	23	7	12	0.3
19	CCOC(=O)Nc1nnc(Cc2ccc(Cl)c(Cl)c2)s1	4	-6	-1	-4	12	8	26	-20	3.2
20	N#Cc1c(N)nc2c(c1-c1cccc(O)c1)CCCCCC2	-14	1	6[fluorescence artefact?]	8	nt	nt	24	-2	0.1
21	Cc1ccc(C)c(C(=O)c2c(C)nc3sccn23)c1	2	0	6	-7	6	7	21	15	-0.2
22	O=C(Cc1ccc(F)cc1)N(c1ccc(F)cc1)C1C=CS(=O)(=O)C1 (stereo not given)	5	1	2	10	6	9	27	3	0.1
23	CCOC(=O)Cn1ccc(O)c(Cc2ccc(Cl)cc2Cl)c1=O	0	-1	3[fluorescence artefact?]	6[fluorescence artefact?]	-2	4	-9	10	-0.1
24	CCOC(=O)C1(CCc2ccccc2)CCN(C(=O)C2CCOCC2)CC1	-4	-1	5	-5	nt	6	18	2	-0.5
25	N#CC1=C(SCc2ccccc2)NC(=O)C(C#N)C12CCCC2 (stereo not given)	-6	8	3	10	nt	17	5	-2	-0.3
26	CCN1CCN(c2nc(N)c([N+](=O)[O-])c(Nc3cccc(C)c3)n2)CC1	-25	1	1	2[fluorescence artefact?]	-6	11	44	-47	1.0
27	CCN(C(=O)CSc1ncn[nH]1)c1cccc2ccccc12	-3	4	5[fluorescence artefact?]	67[fluorescence artefact?]	0	15	-13	-1	0.7
28	Cn1cc(Cl)c(C(=O)NNC(=S)Nc2cccc(Cl)c2)n1	-14	20	1	-20	15	13	19	-24	2.7
29	C#CCn1cc(/C=N/NC(=O)c2cc3ccccc3o2)c2ccccc21	-9	4	0	-28[fluorescence artefact?]	0	14	-91	-39	3.4
30	CCCCC(=O)Nc1ccc2c(c1)nc1n2CCN(CCOC)C1	-14	0	2	1	-11	7	-58	-4	0.1
31	CN(C)c1nc(SCc2ccccc2Cl)nc2c1CCCC2	10	1	1	-5	2	14	0	34	-0.2
32	Cc1ccc(O)c(C2=Nc3ccccc3N=C(c3ccco3)C2)c1	-11	-1	15[fluorescence artefact?]	-16[fluorescence artefact?]	-7	17	-2	63*	0.1
33	CN1CCN(C2CC(=O)N(Cc3ccc(N4CCCC4=O)cc3)C2=O)CC1 (stereo not given)	-6	1	-6	-3	5	4	7	15	0.2
34	CC(=O)CCc1oc2ccc([N+](=O)[O-])cc2c1-c1ccc(C)o1	-5	19	-3	-5	-2	3	2	39	1.1
35	O=C(c1nnc(-c2ccccc2)o1)C1CC1	-1	-2	4	5	-6	-1	23	-22	1.1
36	Cc1ccc2cc(CN(C(=O)c3cccs3)c3ccccc3)c(=O)[nH]c2c1	-1	-1	5	4	-15	8	9	17	0.1
37	O=C(COC(=O)CCC1CCCC1)NCc1ccc(Cl)cc1	-5	22	-1	-3	0	10	-15	30	1.3
38	O=C1CCC(C(=O)Nc2cccc(S(=O)(=O)N3CCOCC3)c2)N1 (stereo not given)	8	14	-1	4	-4	1	35	-19	-0.1
39	COc1ccc(C(=O)N2CCN(c3ccc([N+](=O)[O-])c(NCCc4ccc(OC)c(OC)c4)c3)CC2)cc1	2	1	4	1[fluorescence artefact?]	0	3	14	-7	0.0
40	CN(C)c1ccc(N=Cc2nc(-c3ccccc3)oc2OC(=O)c2cccc(Cl)c2)cc1	-12	1	3	1	-73	10	-1	35	1.1

Reformatted with two lines to a compound: entries from further up
Under each structure – Tb hexokinase | Hck Nef HTS | eIF4E 4G PPI | 14-3-3 Bad PPI | Rad51 HR inh | EP2 antag | Calpain2 inh | EP2 modulator | L929 necroptosis
(11) COc1ccc(Cl)cc1NC(=O)CSc1nncn1-c1cccnc1
 : -3 | 18 | 1 | 3 | 2 | 1&18 | -32 | 7&-35 | 0.0
(12) Cn1c(=O)c2c(ncn2CC(=O)N/N=C/C=C/c2ccccc2)n(C)c1=O
 : -12 | 3 | 0 | 7 | -1 | 8 | -3 | -25 | 0.1
(13) COC(=O)c1cc(OC)c(OC)cc1NC(=O)CN1CCCCC1
 : -2 | -1 | 4 | 0 | 2 | 7 | -25 | 10 | 0.7
(14) Cc1nc2ccccc2n2c(-c3ccccc3)c3c(=O)n(C)c(=O)n(C)c3c12
 : 34 | -3 | -1 | -2 | 6 | 29 | -81 | 30 | -1.2
(15) O=[N+]([O-])c1cccc(-c2c[n+]3c(n2-c2ccccc2)SCC3)c1
 : 1 | 15 | 1 | 11 | -8 | 5 | 11 | 20 | 0.1
(16) COc1ccc(S(=O)(=O)N[C@@H](C)C(=O)OCC(=O)Nc2cc3oc4ccccc4c3cc2OC)cc1
 : 4 | 0 | 11 | -10 | -1 | 4 | -37 | -3 | 3.4
(17) NC(=O)c1cc2ccccc2oc1=NCc1ccccc1
 : -14 | 5 | -10[fluorescence artefact?] | 5[fluorescence artefact?] | 16 | 18 | 25 | 26 | 0.5
(18) Cc1ccc2nsnc2c1S(=O)(=O)N(Cc1cc2cccc(C)c2[nH]c1=O)CC1CCCO1 (stereo not given)
 : -11 | -2 | -16 | 5 | -5 | 23 | 7 | 12 | 0.3
(19) CCOC(=O)Nc1nnc(Cc2ccc(Cl)c(Cl)c2)s1
 : 4 | -6 | -1 | -4 | 12 | 8 | 26 | -20 | 3.2
(20) N#Cc1c(N)nc2c(c1-c1cccc(O)c1)CCCCCC2
 : -14 | 1 | 6[fluorescence artefact?] | 8 | nt | nt | 24 | -2 | 0.1
(21) Cc1ccc(C)c(C(=O)c2c(C)nc3sccn23)c1
 : 2 | 0 | 6 | -7 | 6 | 7 | 21 | 15 | -0.2
(22) O=C(Cc1ccc(F)cc1)N(c1ccc(F)cc1)C1C=CS(=O)(=O)C1 (stereo not given)
 : 5 | 1 | 2 | 10 | 6 | 9 | 27 | 3 | 0.1
(23) CCOC(=O)Cn1ccc(O)c(Cc2ccc(Cl)cc2Cl)c1=O
 : 0 | -1 | 3[fluorescence artefact?] | 6[fluorescence artefact?] | -2 | 4 | -9 | 10 | -0.1

Carrying on:
cpd	mol	Tb hexokinase	Hck Nef HTS	eIF4E 4G PPI	14-3-3 Bad PPI	Rad51 HR inh	EP2 antag	Calpain2 inh	EP2 modulator	L929 necroptosis
41	O=c1cc(CSc2nnnn2-c2ccc(O)cc2)nc2sccn12	-9	-11	4	10	-41	9	-42	8	0.7
42	COCCNC(=O)C1CCN(S(=O)(=O)c2ccccc2)CC1	2	-3	-2[fluorescence artefact?]	3[fluorescence artefact?]	-10	3	-33	14	1.2
43	O=C(C1CSC2(c3ccc(F)cc3)CCC(=O)N12)N1CCCCCC1 (stereo not given)	-3	1	4	1	-8	6	-2	11	-0.4
44	Cc1c(N=C/C=C2\N(C)c3ccccc3C2(C)C)c(=O)n(-c2ccccc2)n1C	-21	-1	1	-2	3	2	24	16	0.8
45	O=C(NCc1ccccc1)C1(c2cccc(F)c2)CCCC1	6	-20	1	0	0	12	37	20	0.3
46	Cc1cc(C(=O)N2CCCC(C(=O)c3ccc4ccccc4c3)C2)n(C)n1 (stereo not given)	-11	25	1	-5	-1	14	-59	-96	4.5
47	c1ccc2oc(-c3[nH]ncc3CN3CCSCC3)cc2c1	-6	6	1	-7	nt	3	-15	-19	1.6
48	O=C(CN1C2CCCC1CC(NC(=O)c1ccco1)C2)Nc1ccccc1 (stereo not given)	1	0	-23	-3[fluorescence artefact?]	-3	12	15	-54	0.1
49	CCOC(=O)c1cc(-c2ccccc2)sc1NC(=O)C(C)Sc1nnnn1C (stereo not given)	-8	6	-40	-14	-1	3	-15	59	0.1
50	COc1ccc(/C=C(\NC(=O)/C=C/c2ccco2)C(=O)NCCc2nc3ccccc3[nH]2)cc1	-29	0	5	0	nt	3	-39	-3	1.8
51	CC(C)c1cc(C(C)C)n2nc(N)nc2n1	-5	-2	0	-1	-4	13	-6	10	0.6
52	CC1CCN(S(=O)(=O)c2cccc(C(=O)Nc3ccccc3)c2)CC1	-5	16	-1	-2	nt	5	2	-79	0.5
53	COc1cccc(C2(c3cccc(OC)c3)CC2C(=O)Nc2ccc(F)cc2)c1 (stereo not given)	-3	1	-3	-8	3	12	4	22	1.5
54	CC(C)(C)C(=O)CSc1nc2ccccc2o1	0	15	4	-17	8	0	7	-6	6.9
55	Cc1ccc(C2(CCNCc3ccco3)CCOC(C(C)C)C2)cc1 (stereo not given)	4	23	-4	-2	nt	2	0	8	-0.8
56	Cc1cc2nc3c(nc2cc1C)C(O)=C3O	-25	4	-15	1	-3	15	-16	-21	-0.2
57	COc1cc(/C=N/n2cnc3c(sc4nc(C)cc(C)c43)c2=O)ccc1O	-14	40	-3	44	14	11	-37	-3	0.7
58	Cc1ccc(Oc2c(F)c(F)nc(N3CCCC3)c2F)cc1	33	2	-1	-7	3	8	5	30	0.8
59	CCOC(=O)N1CCN(C(=O)c2ccc(CS(=O)(=O)c3ccc(OC)cc3)o2)CC1	1	0	0	-6	4	11	15	11	0.9
60	Cc1cc(N2CCN(C)CC2)nc2ccc(NC(=O)c3cccnc3Cl)cc12	-22	-1	3	-7	4	13	-34	-24	-0.6

Bioassay records as filed in PubChem BioAssay.
